LRH-1 inv ag: suppresses constitutive activity of human LRH-1; O00482; HEK293T StAR-luciferase reporter, LRH-1 transfected, 24 h; inhibition, % at 3.6 µM; 360,000 tested, 0.13% active; AID 602396;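 active = inhibition above the mean inhibition of all tested compounds plus 3 SD, cut at about 73% in these data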;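 also: 0% = DMSO wells and 100% = reporter-only cells lacking LRH-1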
TROY signal inh: blocks TROY-dependent signaling in reporter cells; inhibition, % at 10 µM; 360,000 tested, 0.98% active; Q293 LMP1-TROYcd NF-kB luciferase reporter, 4 h; AID 1347056;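 active = compounds whose plate-normalised and pattern-corrected inhibition of the luciferase reporter signal at the single screening dose is 50% or more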
SRC1 inh: inhibitors of human steroid receptor coactivator 1 (SRC1); Q15788; HEK293 GAL4-SRC1 luciferase reporter, luminescence; inhibition, % at 3.6 µM; 360,000 tested, 0.12% active; AID 588354;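 active = inhibition above the campaign mean plus 3 SD, with each screening campaign given its own cutoff, cut at about 60% in these data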;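 also: 0% = DMSO treated cells and 100% = gossypol at 36 µM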
NOD2 RIPK2 PPI: NOD2-RIPK2 protein interaction inhibition; O43353; CHO BLA complementation NOD2-RIPK2, CCF4 ratio; inhibition, % at 4.98 µM; 360,000 tested, 0.38% active; in the data active = inhibition above about 21%;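 also: 0% = vehicle only and 100% = reference blocker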
Target sequence (O43353 whole entry, looked up): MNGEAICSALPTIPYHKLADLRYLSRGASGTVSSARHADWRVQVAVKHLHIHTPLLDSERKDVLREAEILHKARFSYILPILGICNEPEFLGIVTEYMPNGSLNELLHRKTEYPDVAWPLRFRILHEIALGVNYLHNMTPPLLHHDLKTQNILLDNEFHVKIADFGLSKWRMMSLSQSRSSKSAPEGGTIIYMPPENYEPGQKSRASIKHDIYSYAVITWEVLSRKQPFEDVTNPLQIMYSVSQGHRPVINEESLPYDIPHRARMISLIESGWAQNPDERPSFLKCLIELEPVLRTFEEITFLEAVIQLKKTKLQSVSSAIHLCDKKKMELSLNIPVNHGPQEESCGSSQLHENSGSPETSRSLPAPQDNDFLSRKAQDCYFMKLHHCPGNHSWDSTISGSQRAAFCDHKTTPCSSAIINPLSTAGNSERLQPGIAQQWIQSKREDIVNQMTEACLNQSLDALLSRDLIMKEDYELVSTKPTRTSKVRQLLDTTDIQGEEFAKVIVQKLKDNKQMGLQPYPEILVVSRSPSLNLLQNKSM
NCOA3 inh: human NCOA3 inhibition; Q9Y6Q9; HEK293 GAL4-SRC3 luciferase reporter, luminescence; inhibition, % at 3.6 µM; 360,000 tested, 0.17% active; AID 588352;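 active = inhibition above a per-campaign cutoff, the mean of all compounds plus 3 SD, cut at about 60% in these data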;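 also: 0% = DMSO-treated cells and 100% = gossypol-treated cells at 36 µM; higher means less SRC3-driven luciferase light from the GAL4 reporter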
NR2F2 inh: NR2F2 (human) inhibition, primary screen | P24468 | HEK293T NGFI-A luciferase reporter, luminescence | inhibition, % at 8.6 µM | 370,000 tested, 0.7% active | AID 686940;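 active = inhibition above a per-plate cutoff, mean inhibition of test wells between control levels plus 3 SD, cut at about 38% in these data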;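 also: cells cotransfected with COUP-TFII expression vector driving the NGFI-A reporter; 0% = median of COUP-TF2 test wells and 100% = reporter-only cells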
Target sequence (P24468 whole entry, looked up): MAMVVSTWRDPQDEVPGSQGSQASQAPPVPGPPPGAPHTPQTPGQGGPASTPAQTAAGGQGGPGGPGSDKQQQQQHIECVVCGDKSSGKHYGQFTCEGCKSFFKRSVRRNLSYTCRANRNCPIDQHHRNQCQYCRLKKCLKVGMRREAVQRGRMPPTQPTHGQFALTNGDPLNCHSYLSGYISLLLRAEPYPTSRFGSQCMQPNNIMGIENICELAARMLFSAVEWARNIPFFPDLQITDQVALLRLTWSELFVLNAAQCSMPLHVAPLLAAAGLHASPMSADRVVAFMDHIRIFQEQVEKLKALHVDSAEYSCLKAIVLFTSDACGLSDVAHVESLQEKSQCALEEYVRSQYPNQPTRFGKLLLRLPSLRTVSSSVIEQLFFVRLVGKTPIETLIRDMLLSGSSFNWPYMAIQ
NCOA2 inhibitor: inhibits human steroid receptor coactivator 2; inhibition, % at 9 µM; AID 651957; 370,000 tested, 0.17% active; Q15596; HEK293 GAL4-SRC2 luciferase reporter, luminescence;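 active = inhibition above the mean inhibition of all tested compounds plus 3 SD, set per campaign, cut at about 52% in these data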;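 also: 0% = DMSO treated cells and 100% = cells given Gossypol at 36 µM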
TRAIL sens C8: caspase-8 TRAIL sensitization; inhibition (viability loss, TRAIL sensitization), % at 10 µM; NB7+C8 cells + TRAIL, ATPlite viability luminescence; 360,000 tested, 1% active;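 active = compounds causing at least 50% loss of cell viability in the single-dose screen, relative to plate controls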
TLR9-MyD88 inh: inhibitors of human TLR9-MyD88 binding | inhibition, % at 4.98 µM | 340,000 tested, 0.21% active | CHO BLA complementation TLR9-MyD88, CCF4 FRET ratio | Q9NR96+Q99836 | AID 504734;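 active = inhibition above the mean over all tested compounds plus 3 SD, cut at about 21% in these data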;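 also: 0% = DMSO only wells and 100% = clavulanate BLA inhibitor control wells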
TWEAK-Fn14 inh: TWEAK-Fn14 signaling inhibition | TWEAK-stimulated Fn14 reporter cells, luciferase luminescence, 8 h | inhibition, % at 10 µM | 360,000 tested, 2% active | AID 1159606; in the data active = inhibition above about 50%
LMP1 NFkB inh: Epstein-Barr LMP1 NF-kappaB reporter inhibition. LMP1-induced NF-kappaB luciferase reporter cells, luminescence. inhibition, % at 12.5 µM. 350,000 tested, 0.69% active; in the data active = inhibition above about 41%;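 also: 0% = neutral control wells and 100% = reference inhibitor control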
Numbers without * were called inactive; / = not tested or not shown.

SMILES	LRH-1 inv ag	TROY signal inh	SRC1 inh	NOD2 RIPK2 PPI	NCOA3 inh	NR2F2 inh	NCOA2 inhibitor	TRAIL sens C8	TLR9-MyD88 inh	TWEAK-Fn14 inh	LMP1 NFkB inh
CCOC(=O)N1CCN(S(=O)(=O)c2ccc(C(=O)Nc3nnc(CSC)o3)cc2)CC1	-8.4	-18.5	-20.0	-6.6	20.7	15.9	10.6	-13.2	-5.0	34.5	-9.1
O=C(c1ccc(F)cc1)N1C2CCC1CC(O)(c1ccc(F)cc1)C2 (stereo not drawn)	24.3	4.7	-46.3	0.2	-0.3	24.2	-13.1	-8.3	-1.9	-7.7	1.8
O=C(c1cc2cc(Cl)ccc2[nH]1)N1CCCCC1	-63.3	-58.8	-19.2	-12.2	-68.2	-15.5	-20.1	1.6	-5.7	-33.3	-8.1
COc1cc2oc(=O)cc(C)c2c(OC)c1OC	14.8	-5.9	10.0	3.5	-6.4	16.8	-2.7	18.7	-1.4	-5.4	2.0
CCC1CCCCN1C(=O)COC(=O)c1cncc(Br)c1 (stereo not drawn)	-1.3	-5.8	7.3	-12.4	16.1	-1.5	-4.0	-6.5	-6.0	19.1	0.9
COc1ccc(S(=O)(=O)N2CCC(C(=O)Oc3ccc(C)cc3)CC2)cc1OC	12.1	15.4	-10.1	-11.3	2.3	-12.4	17.7	4.7	-4.4	-22.0	-1.4
CCC(=O)Nc1cccc(C2=NOC3(C2)C[C@@H](C(N)=O)N(C(=O)CC)C3)c1 (stereo partly drawn)	5.4	1.1	9.4	4.0	5.2	-0.7	-3.7	-0.7	-8.8	4.3	-0.2
COc1ccc(OC)c(NC(=O)CSc2nc(N)c(-c3ccccc3)c(=O)[nH]2)c1	3.9	-5.7	-11.0	-2.6	-14.7	1.1	-36.7	-16.4	8.6	-2.6	10.3
Cc1cc(NC(=O)CCC(=O)N(Cc2ccco2)C(C(=O)NC2CCCCC2)c2ccccc2)no1 (stereo not drawn)	-1.8	14.2	5.6	-3.7	-20.0	1.5	4.9	-12.2	-0.9	9.4	-1.4
CCc1nnc(NS(=O)(=O)c2ccc(N/C=C\C(=O)c3ccc(C)cc3)cc2)s1	-95.6	-9.0	-50.9	0.1	-58.0	-23.4	-129.9	-6.9	-8.5	-10.4	-5.5
CCCC(=O)Nc1ccc(NC(=O)c2cccc(OC)c2)cn1	-11.2	-18.7	-23.1	-11.3	10.1	0.2	-12.3	-12.6	2.3	-7.9	7.7
CC(C)(C)OC(=O)N1CCC[C@H]1c1nnc(SC/C=C/c2ccccc2)o1	5.1	7.2	-18.1	0.4	18.4	25.5	3.5	-1.8	0.7	3.7	-5.8
COCCSc1nc2c(c(=O)[nH]c(=O)n2C)n1CCCc1ccccc1	2.8	7.0	2.5	10.2	7.9	-32.5	-4.3	-9.5	-6.7	-30.3	4.8
COc1cccc2sc(N(CCCN(C)C)C(=O)COc3ccc(Cl)cc3)nc12	6.1	-22.3	2.5	11.4	13.6	-17.4	17.8	0.9	4.5	-9.5	-3.1
O=C(Nc1ccc2oc(=O)ccc2c1)c1cccnc1	14.2	-16.6	-2.6	2.0	10.8	-16.4	18.8	14.4	6.4	-18.4	-13.8
O=C(Nc1nccs1)c1ccc(COc2c(F)c(F)cc(F)c2F)o1	-14.9	-44.7	-19.4	-7.1	-35.5	-16.6	0.9	-15.4	1.0	6.0	-2.8
CCOP(=O)(OCC)c1nc(-c2cccc3ccccc23)oc1NCc1ccc(OC)cc1	-3.6	4.2	4.3	-2.9	13.3	-1.9	7.9	-9.0	-8.7	-9.0	1.7
N#Cc1ccc(C(=O)OCC(=O)NC2CCCC2)cc1	19.3	5.9	-10.1	-7.9	-12.0	9.2	13.3	0.1	-7.4	14.7	9.5
N#Cc1c2n(c3c(=O)n(CC(=O)c4ccc([N+](=O)[O-])cc4)cnc13)CCCCC2	14.3	-2.3	3.4	-6.8	17.2	0.6	-17.4	19.2	-3.8	-13.2	3.1
COc1cc(/C=N/Nc2nc3ccccc3[nH]c2=O)ccc1O	29.4	5.4	4.6	0.1	7.7	-17.2	2.8	-2.3	0.7	-11.4	-5.9
COc1cccc(C2C(C#N)=C(N)OC3=C2C(=O)CCC3)c1OC(=O)c1ccco1 (stereo not drawn)	-20.8	6.0	5.1	0.9	8.4	4.9	-36.6	-15.4	3.4	12.7	14.3
S=c1[nH]c2cnccc2n1Cc1ccccc1	2.9	13.0	-2.5	-1.2	-3.6	6.2	-5.6	-7.1	0.2	-6.1	-1.7
COc1ccccc1/C=C(\C#N)C(=O)c1cccn1C	8.4	2.4	2.4	-10.6	6.0	6.4	-19.1	3.2	-14.5	6.8	5.1
Fc1ccccc1CN1CCCC(NC2CCC2)C1 (stereo not drawn)	-15.7	17.4	-4.7	3.6	8.1	-9.8	1.6	10.4	-9.4	-11.6	-1.8
Cc1ccc(-n2c(SCC(=O)NCc3cccs3)nnc2-c2ccoc2C)cc1	-9.8	-11.9	8.3	-2.5	12.7	4.7	9.8	17.4	1.5	-9.8	-3.8
CN(CC(=O)Nc1cccc(F)c1)C(=O)c1ccccc1-n1cnnn1	4.7	-12.5	-26.0	-19.2	9.9	-12.1	13.4	-18.4	-0.1	-9.2	-5.5
Oc1ccccc1/C=N/NC1=NCCCCC1	-97.4	0.6	-97.9	-3.3	-58.0	-38.1	-27.2	15.8	2.4	-25.7	-21.9
Cc1ccc(CNC(=O)[C@H]2O[C@@H](n3ccc(N)nc3=O)[C@H](O)[C@@H]2O)o1	-6.7	0.1	-1.8	3.7	-68.8	1.0	-4.7	-11.5	/	1.0	/
COc1cccc2c(SCC(=O)N/N=C/c3ccc(O)c(O)c3)cc(C)nc12	-20.0	7.7	-17.3	1.4	-19.0	7.7	4.3	11.3	/	21.9	-1.7
CC(=O)c1ccc(NC(=O)N[C@@H](Cc2ccccc2)C(=O)O)cc1	9.8	-12.3	-0.1	5.3	-15.5	-11.9	5.1	-1.6	-8.1	9.9	-5.6
Cc1cc(NC(=O)/C=C/C(=O)N(CC(=O)NC2CCCC2)c2cccc3ccccc23)no1	-2.5	1.0	-11.9	1.3	-23.4	-8.6	1.1	-3.8	8.4	3.5	-1.3
CCc1cc2cc(C(=O)N3CCN(Cc4ccccc4)CC3)sc2s1	-11.7	-3.6	-27.0	5.3	-19.5	-4.0	7.6	-11.4	-4.2	-6.3	-3.6
COc1ccc(C2=NOC3(CC(=O)N(c4ccc(F)cc4)C3=O)C2)c(OC)c1 (stereo not drawn)	1.4	11.7	17.4	-11.7	-1.4	-6.4	-13.2	-6.7	-4.1	0.2	-7.5
Cc1ccc(S(=O)(=O)Nc2ccc(C(=O)OCC(=O)N(CCC#N)c3ccccc3)cc2)cc1C	6.0	8.9	10.1	-9.2	-2.1	-0.1	-20.3	3.7	-9.3	3.0	6.9
O=C(Nc1ccc2c(c1)OCO2)c1cc(C2CCCCN2C(=O)OCCF)on1 (stereo not drawn)	-15.1	-25.6	-5.1	-8.6	-7.0	8.7	-21.1	-14.9	/	4.4	/
Cc1nn2c(NCc3cccnc3)c3c(nc2c1-c1ccccc1)CCC3	29.4	0.1	-211.2	3.4	13.3	1.3	-12.3	-10.8	3.7	3.2	-5.7
COc1cc(/C=C/c2ccc3c([N+](=O)[O-])cccc3n2)ccc1OCC(=O)O	5.0	-11.7	-4.0	8.6	1.4	30.4	-5.1	19.4	5.8	-25.7	4.0
O=C(/C=C/[C@H]1O[C@@H](n2cnc3c(NC(=O)c4ccccc4)ncnc32)[C@H](O)[C@@H]1O)NCC(c1ccccc1)c1ccccc1	8.9	2.7	3.5	-5.0	1.8	-1.4	-16.7	-0.4	/	13.6	/
Cc1cccc(C)c1NC(=O)CN(C)C(=O)C1CC1C (stereo not drawn)	-2.7	-22.1	-13.9	-1.1	-17.9	-10.0	23.9	-20.6	-3.9	-5.8	4.9
Cc1nc2c(OCc3cccc(Cl)c3)cccn2c1N(C)CC1CC1	-29.7	-39.3	0.1	-0.5	-37.8	/	/	31.9	/	-8.9	/
CC(=O)c1cccc(S(=O)(=O)N2CCC(C(=O)N(C)Cc3ccc(Cl)s3)CC2)c1	-2.1	-1.3	-14.9	-3.1	2.4	-6.4	-11.4	-6.1	-7.7	-1.1	-1.2
COc1cccc(-c2cccc3c2NC(=O)C3(C)Cc2ccccc2F)c1 (stereo not drawn)	-8.0	1.1	-2.4	-15.7	-21.1	10.9	-14.4	-20.1	/	12.3	/
COC(=O)c1c(NC(C)=O)sc2c1CCN(Cc1ccccc1)C2	3.1	-7.0	-8.1	5.9	3.1	-6.7	-22.0	-14.7	-7.2	-2.6	-1.4
CC(=O)NCCc1nc2cc(NC(=O)COc3ccc(C)cc3)ccc2n1C	-8.0	-10.9	-3.3	1.0	2.2	7.0	-28.0	-12.1	-11.8	13.7	-3.6
CCOc1ccc(NCC(=O)N/N=C/C=C/c2ccccc2)cc1	-9.0	-4.1	-19.0	-0.8	-12.3	-23.6	-0.3	12.4	8.2	-2.3	-2.6
Cc1cc(C)n2nc(SCC(=O)NC3CCCC(C)C3C)nc2n1 (stereo not drawn)	13.6	1.0	-7.5	-23.4	24.0	-6.6	-1.6	12.0	1.3	-2.9	/
CSc1ccc(C2NC(=O)CCC2[N+](=O)[O-])cc1 (stereo not drawn)	1.4	8.0	2.7	-4.1	-1.2	-7.1	-5.8	-11.5	-7.3	14.9	2.0
O=C1C2CCCN2C(=O)N1CCN1CCN(CCO)CC1 (stereo not drawn)	12.9	2.2	7.3	-2.3	6.1	2.0	-16.2	-3.0	10.7	-19.0	-0.5
Cc1sc2ncnc(N3CCC(C(=O)Oc4cccc(Cl)c4Cl)CC3)c2c1C	1.2	21.6	6.9	-3.6	19.5	4.2	-4.9	13.5	4.9	14.4	6.2
O=C(CSc1cn(CCNC(=O)c2ccccc2F)c2ccccc12)NCC1CCCO1 (stereo not drawn)	10.6	1.4	-13.7	-12.1	12.7	21.9	-11.0	3.4	12.9	0.6	8.4
COc1ccc(S(=O)(=O)N(C)CC(=O)N2CCCC2)cc1	1.8	3.7	-33.0	0.5	0.2	-0.3	-24.0	-0.2	12.4	11.1	2.2
COC(=O)C1C2C=CC3(CN(C(C)c4ccc(OC)cc4)C(=O)C13)O2 (stereo not drawn)	2.5	6.0	-16.4	-1.9	-54.6	-9.8	21.9	1.8	5.8	-1.2	-3.2

Screening results deposited in PubChem BioAssay by several laboratories.

These rows are one share of the data. The share of hits here may be higher or lower than overall.
